AmpC inh no detg: blocks E. coli AmpC beta-lactamase in detergent-free assay; AmpC nitrocefin hydrolysis, absorbance 480 nm, 0.0001% Triton; P00811; actives 0.52% (n = 330,000); AID 485341; Potency, µM (highest dose often 57.1 µM), for the others: at the highest dose activity change, negative = inhibition, usual class: inhibitors;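 further: potency means the concentration at half of the fitted maximal effect; plate controls were no compound for no effect and no enzyme for full effect; nearly all actives have a fitted effect of over 20% in size; some results filed as inactive show a strong effect at the top dose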
Target sequence (P00811 whole entry, looked up): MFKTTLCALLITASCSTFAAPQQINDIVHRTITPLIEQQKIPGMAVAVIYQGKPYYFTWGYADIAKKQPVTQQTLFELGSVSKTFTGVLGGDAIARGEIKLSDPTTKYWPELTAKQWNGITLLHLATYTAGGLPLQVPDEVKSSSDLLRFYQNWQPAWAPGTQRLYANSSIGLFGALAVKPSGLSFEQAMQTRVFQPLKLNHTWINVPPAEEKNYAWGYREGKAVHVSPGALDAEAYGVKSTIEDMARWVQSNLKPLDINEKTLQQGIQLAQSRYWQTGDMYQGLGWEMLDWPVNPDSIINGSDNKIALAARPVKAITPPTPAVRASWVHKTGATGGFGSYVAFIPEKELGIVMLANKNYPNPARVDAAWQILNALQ
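20 mM phosphate pH 7.0 + 0.01% (detergent screen) or 0.0001% Triton X-100; 5.3 nM AmpC reagent; cpd preinc 15 min RT; nitrocefin (800 uM stock) to start; A480 q20 s × 4 min; Activity was normalised to no-enzyme and no-compound control wells.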
AmpC inh detg: blocks E. coli AmpC beta-lactamase in detergent assay; P00811; AmpC hydrolysis of nitrocefin, absorbance 480 nm, 0.01% Triton; Potency, µM (doses to about 114 µM), for the others: at the top dose activity change, negative = inhibition, usual class: inhibitors; actives 0.041% (n = 370,000); AID 485294;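 further: potency means the concentration at half of the fitted maximal effect; 0% = no-compound wells and -100% = no-enzyme wells; nearly all actives have a fitted effect of over 25% in size; some results filed as inactive show a strong effect at the top dose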
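20 mM phosphate pH 7.0 + 0.01% (detergent screen) or 0.0001% Triton X-100; 5.3 nM AmpC reagent; cpd preinc 15 min RT; nitrocefin (800 uM stock) to start; A480 q20 s × 4 min; Activity was normalised to no-enzyme and no-compound control wells.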
Shiga toxin inh: blocks Shiga toxin action in Vero cells. inhibition, % at 38.7 µM. actives 9.2% (n = 290,000). Vero cells, Shiga toxin protein synthesis inhibition reporter. AID 2315; in the data active means inhibition mostly above about 28%, no sharp cut-off; inactive means mostly below about 43%; further: 0% is about no effect
HCMV inh: blocks human cytomegalovirus replication. HFF cells, HCMV-luciferase reporter, 72 h; active compounds read low. activity change, negative = inhibition, % at 57.5 µM. actives 4.5% (n = 410,000). AID 1259415; in the data active means activity change below about -60%; inconclusive means no clear call, values can overlap the other calls; inactive means above about -39%; further: on the % scale 0 is the no-effect control and ±100 the full control effect
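Screen run at 2 compound doses on HFFs infected with reporter HCMV, MOI 1 PFU/cell. Luciferase activity from cell lysates at 72 h post infection gave inhibition relative to buffer-only and Salinomycin wells.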
Giardia FBPA inh: blocks Giardia fructose-bisphosphate aldolase activity; A8B2U2; purified Giardia FBPA; Potency, µM (highest dose often 59.6 µM), without a hit: top-dose activity, negative = inhibition, hits mostly inhibitors; actives 0.71% (n = 290,000); AID 2451; further: potency means the concentration at half of the fitted maximal effect; on the % scale 0 is the no-effect control and ±100 the full control effect; nearly all actives have a fitted effect of over 55% in size
Target sequence (A8B2U2 whole entry, looked up): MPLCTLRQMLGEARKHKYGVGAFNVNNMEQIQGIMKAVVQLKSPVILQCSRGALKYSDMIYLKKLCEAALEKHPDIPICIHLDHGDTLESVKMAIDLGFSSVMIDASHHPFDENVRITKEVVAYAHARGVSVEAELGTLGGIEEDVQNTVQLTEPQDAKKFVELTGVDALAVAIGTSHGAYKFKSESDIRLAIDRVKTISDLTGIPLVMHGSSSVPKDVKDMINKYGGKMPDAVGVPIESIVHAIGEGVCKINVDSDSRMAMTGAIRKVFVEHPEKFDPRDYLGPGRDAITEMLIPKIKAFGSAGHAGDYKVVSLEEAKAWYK
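40 nM FBPA preincubated 10 min at RT with compound (up to 57.5 uM final), then substrate plus GAPDH/TPI/NAD/arsenate coupling and diaphorase/resazurin added. Fluorescence read after 20 min at RT, 525/598 nm.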
Cycloheximide cs: counter-screen for Shiga toxin inhibitors: cycloheximide protein synthesis inhibition | AID 2314 | actives 12% (n = 300,000) | max response, % | cell reporter, cycloheximide protein synthesis inhibition counterscreen; in the data active means max response mostly above about 13%, no sharp cut-off; inactive means mostly below about 14%; further: read at 38.3 µM for the half of the compounds with a filed dose; 0% is about no effect
AMA1 RON2 block: disrupts binding of P. falciparum AMA1 to RON2 | Potency, µM (titrated, usually from 58.2 µM), inactives show at the top dose activity change, negative = inhibition, hits mostly inhibitors | AlphaScreen AMA1-biotinylated RON2 peptide binding | AID 720542 | actives 0.2% (n = 360,000);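 further: potency means the concentration at half of the fitted maximal effect; 0% = vehicle wells and -100% = peptide control; nearly all actives have a fitted effect of over 45% in size; some results filed as inactive show a strong effect at the top dose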
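AMA1 (3D7) with his tag at 25 nM final met compounds first, then biotinylated RON2 peptide at 25 nM; detection used donor plus acceptor beads, 10 µg/mL apiece, read by AlphaScreen after 30 min at room temperature.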
The depositor's hits bear a star; ? = inconclusive; nt = no result given; & = joins results of further samples; [ ] = remark or other dose. Unless noted, the call rests on the fitted dose curve; in most records, active means well fitted curve in the direction sought with a large enough effect; inconclusive means small, poorly fitted or top-dose-only effect, or another doubt; inactive means no such curve, though single readings can be large; an effect the other way counts as inactive or inconclusive.

SMILES	AmpC inh no detg	AmpC inh detg	Shiga toxin inh	HCMV inh	Giardia FBPA inh	Cycloheximide cs	AMA1 RON2 block
Cc1nc(-c2ccc(NC(=O)c3ccc(Br)o3)cc2)cs1	-6%	3%	114*	-12	1%	56*	0%
Cc1ccc(OCC(=O)NNC(=O)C2CCN(c3ncccn3)CC2)cc1	-8%	?	-10	-18	1%	0	13%
CC(C)(C)NC(=O)C(c1ccc(F)cc1)N(C(=O)CCC(=O)Nc1ccccn1)C1CCCC1 (stereo unspecified)	115%[activator]	-6%	-2	-19	10%	-2	-6%
CCc1ccc(-n2c(=O)c3ccc(C(=O)NCCc4ccccc4)cc3n(CC(N)=O)c2=O)cc1	-16%	-2%&-1%	-3	-11&1	4%	-2	4%
O=C1OC2CC3CC1CC(O)(C3)C2 (stereo unspecified)	-11%	-10%	-7	7	0%	-3	12%
CC(Oc1cc(C(F)(F)F)cc(C(F)(F)F)c1)C(=O)NC(N)=O (stereo unspecified)	28%	-15%	-7	0	4%	-2	4%
CCN(CC)CCN=C1CCCc2ccccc2N1	-6%	-11%	-19	-14	6%	-4	1%
CCOC(=O)CSc1ccc(S(=O)(=O)N2CCCCC2)cc1[N+](=O)[O-]	-6%	-15%	9	17	0%	10	2%
COC(=O)c1ccccc1NC(=O)c1cc(-c2ccc(O)cc2)on1	-24%	-11%	20	9	5%	-1	14%
CCC(C)(C)n1nnnc1CN(Cc1ccco1)Cc1cc2cc3c(cc2[nH]c1=O)OCO3	-2%	-1%	15	nt	-1%	5	-2%
CCn1cc(CN2CCCC(CNS(=O)(=O)c3cccc4cccnc34)C2)cn1 (stereo unspecified)	4%	1%	-13	-36	nt	2	26%
O=C1/C(=C/c2ccco2)CCc2ccccc21	-11%	-3%	61*	-38	-25%	77*	-17%

A run of entries of the results above, as a working copy:
SMILES	AmpC inh no detg	AmpC inh detg	Shiga toxin inh	HCMV inh	Giardia FBPA inh	Cycloheximide cs	AMA1 RON2 block
Cc1nc(-c2ccc(NC(=O)c3ccc(Br)o3)cc2)cs1	-6%	3%	114*	-12	1%	56*	0%
Cc1ccc(OCC(=O)NNC(=O)C2CCN(c3ncccn3)CC2)cc1	-8%	?	-10	-18	1%	0	13%

(more compounds)
SMILES	AmpC inh no detg	AmpC inh detg	Shiga toxin inh	HCMV inh	Giardia FBPA inh	Cycloheximide cs	AMA1 RON2 block
CCOc1ccc([N+](=O)[O-])cc1CNC1CCCCCCC1	-26%	-9%	-12	-10	-7%	-4	-2%
Cc1cccc(NC(=O)COC(=O)c2cc(C)oc2C)c1	-19%	1%	-2	-30	-1%	25	10%
O=C1c2ccccc2NC(c2ccco2)N1/N=C/c1ccco1 (stereo unspecified)	-9%	4%	71	31	-8%	32*	3%
NS(=O)(=O)c1ccc(NC(=O)NC2CC(=O)N(c3ccc4c(c3)OCCO4)C2)cc1 (stereo unspecified)	-13%	-20%	nt	-4	nt	nt	6%
CCCCNC(=O)C1CC(=O)N(C2CCCCC2)C1 (stereo unspecified)	2%	-9%	16	0	0%	4	6%
C#CCNC(=O)C1=C[C@@H](c2ccc(Br)cc2)C[C@@H](OCCCCO)O1	107%[activator]	5%	35*	-25	-24%	13*	-5%
CC(C)(C)c1ccc(CCC2OCC(C[N+]3(C)CCOCC3)O2)cc1 (stereo unspecified)	47%	-14%	-3	-35	1%	-3	-1%
Cc1ccccc1NS(=O)(=O)c1cc(C(=O)NCCC2=CCCCC2)ccc1Cl	-33%	-7%	3	?	2%	1	?
Cc1ccc(-c2nnc(SCC(=O)NC3CCCC3)n2N)cc1	-2%	nt	nt	-2	nt	nt	-14%
CC1CCN(CCOCCSc2ccc(Cl)cc2)CC1	28%	-4%	-8	-23	-25%	-1	3%
O=C(CNC(=O)c1ccccc1)N/N=C/c1cn[nH]c1-c1ccccc1	-25%	-11%	-5	5	8%	-1	9%[11.6 µM]
C=C(C)COc1ccc(-c2nc(N)ncc2-c2ccc(OC)c(OC)c2)c(O)c1	28%	-2%	-6	118	5%	-1	-13%
Cn1c(=O)oc2cc(S(=O)(=O)N3CCCC(C(=O)N4CCc5ccccc5C4)C3)ccc21 (stereo unspecified)	105%[activator]	-2%	-12	?	0%	13	-2%
Cc1cccc(OCC2Cn3c(nc4c3c(=O)[nH]c(=O)n4C)O2)c1 (stereo unspecified)	-24%	?	-7	-10	4%	-2	-2%
CCOC(=O)C1CCN(C(=O)C2CCC(=O)N(CC3CCCCC3)C2)CC1 (stereo unspecified)	42%	-5%	-4	2	5%	-1	0%
COc1ccc2c(CCNC(=O)c3ccc([N+](=O)[O-])cc3)c[nH]c2c1	-38%	11%	-9	-32	-1%	2	10%
Cc1cc(Br)cc(Cl)c1OC(=O)c1ccncc1	23%	-6%	-11	15	nt	-7	9%
O=c1ccc2ccccc2o1	-1%	?	-6	93	-2%&4%	0	0%
CCOC(=O)c1cc2c(nc1NC(=S)Nc1ccccc1)CC(C)(CC)OC2 (stereo unspecified)	-14%	-9%	-9	-8	3%	-2	69%[activator]
COc1cccc(-n2c(SCC#N)nnc2-c2cnccn2)c1	-5%	?	-5	53	3%	-3	-6%
CCC(=O)Nc1cc(C(=O)O)ccc1Sc1ccc(C)cc1	-36%	-1%	-11	54	16%	-9	-1%
O=C(C1CCC(=O)N(C2CCCC2)C1)N1CCC(Oc2ccccc2Cl)CC1 (stereo unspecified)	213%[activator]	0%	-23	-36	nt	-1	-16%
O=S1(=O)NC(=NCCc2ccccn2)c2ccccc21	-13%	-2%	-6	-7	5%	-4	-1%
Cc1cc2cc(CNC(=S)Nc3ccc(OC(F)F)cc3)ccc2n1C	-27%	-10%	-11	-22	-7%	-2	44%[activator]

Single entries from the list.
COc1ccc2c(CCNC(=O)c3ccc([N+](=O)[O-])cc3)c[nH]c2c1 @ Giardia FBPA inh: -1%
O=C(C1CCC(=O)N(C2CCCC2)C1)N1CCC(Oc2ccccc2Cl)CC1 (stereo unspecified) @ AmpC inh no detg: 213%[activator]

Molecules shown so far that contain an NH in an aromatic ring (4):
SMILES	AmpC inh no detg	AmpC inh detg	Shiga toxin inh	HCMV inh	Giardia FBPA inh	Cycloheximide cs	AMA1 RON2 block
CCC(C)(C)n1nnnc1CN(Cc1ccco1)Cc1cc2cc3c(cc2[nH]c1=O)OCO3	-2%	-1%	15	nt	-1%	5	-2%
O=C(CNC(=O)c1ccccc1)N/N=C/c1cn[nH]c1-c1ccccc1	-25%	-11%	-5	5	8%	-1	9%[11.6 µM]
Cc1cccc(OCC2Cn3c(nc4c3c(=O)[nH]c(=O)n4C)O2)c1 (stereo unspecified)	-24%	?	-7	-10	4%	-2	-2%
COc1ccc2c(CCNC(=O)c3ccc([N+](=O)[O-])cc3)c[nH]c2c1	-38%	11%	-9	-32	-1%	2	10%

Additional records follow.
SMILES	AmpC inh no detg	AmpC inh detg	Shiga toxin inh	HCMV inh	Giardia FBPA inh	Cycloheximide cs	AMA1 RON2 block
Cc1ccc(S(=O)(=O)N(CC(=O)NCc2ccc(F)cc2)C(=O)N2CCN(C)CC2)cc1	-15%	-15%	nt	8	nt	nt	21%
CCC(=O)Nc1ccc(-c2ccc(N3CCC(C)CC3)nn2)cc1	-21%	?	76*	nt	-8%	29*	-2%
CCOC(=O)C1CCN(C(=O)CC(C)c2ccccc2)CC1 (stereo unspecified)	nt	6%	-8	64	9%	18	0%
COc1cccc(C2CC3(CC(C)(C)NC(=S)N3)Oc3cc(O)ccc32)c1 (stereo unspecified)	-25%	-11%	-10	-37	16%	-5	11%
O=C(CCn1ccc2ccccc21)NC1CCCc2ccccc21 (stereo unspecified)	-2%	?	-3	13	0%	-2	-2%
COc1cc(C(=S)N2CCCC2)cc(Cl)c1O	-12%	?	9	-2	-12%	-3	-5%
Cc1nnc(OC(C)C)c2nn(-c3ccccc3F)c(C)c12	-7%	-1%	20	1	-3%	-3	-5%
COc1cccc(/C=C/C(=O)OCC(=O)N2c3ccccc3NC(=O)C2(C)C)c1	-22%	1%	18	5	3%	-6	0%[2.32 µM]
FC(F)(F)c1cnc(NNC(=S)Nc2cccnc2)c(Cl)c1	-27%	5%	25	?	-6%	-6	92%[activator]
Cc1ccc(NCC(=O)N/N=C/c2ccc(C(=O)O)cc2)cc1	-33%	-5%	1	25	?	-1	115%[activator]
COc1cccc(OC)c1C(=O)N1CCN(Cc2ccncc2)CC1	?	3%	-2	20	0%	0	-34%
O=C(CSc1ccc(Br)c2cccc(Cl)c12)Nc1ccc(S(=O)(=O)Nc2nccs2)cc1	2.5µM*	2%	-5	-10	14%	-1	26%
O=[N+]([O-])c1cc(C(F)(F)F)ccc1N1CCN(S(=O)(=O)c2ccc3c(c2)CCCC3)CC1	-18%	-1%	-10	-96*	-1%	-2	0%
CCCCCN(C(=O)CCC(=O)OCC(=O)Nc1ccc(C)cc1F)c1c(N)n(CCCC)c(=O)[nH]c1=O	244%[activator]	4%	15	18	nt	-4	-3%
COc1cccc(C(=O)NC2CC(C)(C)NC(C)(C)C2)c1OC	-12%	?	2	-23	8%	1	-1%
O=c1[nH]c(C2CCN(S(=O)(=O)c3ccc4c(c3)OCCO4)CC2)nc2c1nnn2Cc1ccccc1F	-7%	-7%	-8	15	nt	-7	-16%
Cc1ccc(NC(=O)CCc2nnc3ccc(NCc4ccco4)nn23)nc1	12%	-10%	-8	-5	11%	9	0%
CCCc1n(CC(O)COCC2CC=CCC2)c2ccccc2[n+]1C (stereo unspecified)	8%	?	-18	-37	2%	1	-2%
Fc1ccccc1N=C1Nc2cccc3cccc1c23	-21%[11.4 µM]	-7%	59*	-69*	-11%	4	-16%
CCc1[nH]nc(C(=O)N2CCCC(CCC(=O)N3CCN(c4ccccn4)CC3)C2)c1C (stereo unspecified)	92%[activator]	4%	34	-32	4%	13*	7%
Brc1cc2c(cc1Br)OCCOCCOCCO2	34%	-6%	-4	-6	6%	1	-3%
CCC(C)NC(=O)c1ccc2c(c1)S(=O)(=O)c1ccccc1C2=O (stereo unspecified)	-12%	4%	14*	31	nt	32*	-2%
CCCCC[C@H]1CN(CCc2ccccc2)C(=O)[C@@H]1CC(=O)NCc1ccc(OC)cc1	91%[activator]	-13%	-7	?	0%	1	2%
CCCc1nc2n[nH]c(N)c2c2c1CCCC2	-22%	?	-12	-15	-9%	-7	6%

Source: PubChem BioAssay
